Compound activity from PubChem.
PGC1a acetyl inh: PGC1a acetylation modulation, inhibitor mode. 0.17% of 350,000 active. inhibition, % at 15.6 µM. U2OS PGC1a acetylation, AlphaScreen anti-acetyl-lysine; with virally co-expressed GCN5 acetyltransferase;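 active = every replicate shows inhibition of at least 40%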;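 note: 0% = neutral control wells and 100% = positive control wells; some results beyond the cut were filed as inactive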
Cneo AK release: Cryptococcus neoformans lysis via adenylate kinase release; C. neoformans lysis, adenylate kinase release luminescence, 4 h; normalised: neutral wells 0, clomiphene wells 100; 0.2% of 360,000 active; lysis activity, % at 15 µM;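 active = mean lysis activity across replicates of at least 80%, whatever share of replicates individually reach that level; inactive = mean lysis activity below 80%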
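Assay system: log-phase C. neoformans yeast / Quantity: yeast cell density of 5 × 10^6 cells/mL / Medium: fresh YPD growth medium / Compound: single dose / Timing: static 4 h at 37 °C with compound, 1 h detection / Measured by: adenylate kinase release luminescence / Read-out: lysis from increased AK signal / Benchmarks: Clomiphene as positive lysis control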
C2C12 statin: suppression of simvastatin myotoxicity; 0.78% of 330,000 active; C2C12 myotubes + simvastatin, ATP luminescence, 48 h; scaled: DMSO 0, geranylgeraniol control 100; rescue of ATP level, % at 7.49 µM;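 active = mean ATP rescue above about 67%, or every replicate alone reaching that limit, limit read from the data, passing the limit was not always enough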;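 note: myotubes were challenged with 10 µM simvastatin during compound exposure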
* hit, by the source's call. A portion of the library, so the mix of outcomes need not match the whole.

SMILES | PGC1a acetyl inh | Cneo AK release | C2C12 statin
Cc1cccc(NC(=O)C(c2cccc([N+](=O)[O-])c2)N2CCCCC2)c1 (centres undefined) | 1 | -2 | 1
O=C(NC1CCCCC1)N1CCC(n2cnc3ccccc32)CC1 | -9 | -2 | -9
CCOC(=O)C1(Cc2ccc(O)cc2)NC(c2ccco2)C2C(=O)N(c3ccccc3F)C(=O)C21 (centres undefined) | -6 | -1 | -4
Cc1cccc(OCCCC(=O)Nc2ccc(N3CCOCC3)cc2)c1 | -6 | -1 | -6
CC1CC(C)CN(C(=O)c2ccc3c(=O)n(Cc4ccc5c(c4)OCO5)c(=S)[nH]c3c2)C1 (centres undefined) | -2 | -1 | -4
CC(C)C(=O)Nc1cccc(C(=O)Nc2ccccc2C(=O)O)c1 | 8 | -9 | 11
Nc1nnc(SCC(=O)N2CCN(c3ccccc3)CC2)n1-c1ccccc1 | -8 | 1 | 0
COc1cccc(NC(=O)CSCC(=O)Nc2ccccc2)c1 | -8 | -1 | -4
O=C(NC1CCCCC1)C(c1ccccc1)N(Cc1ccc2c(c1)OCO2)C(=O)c1cnsn1 (centres undefined) | -8 | 0 | 27
O=C1CCC(=O)N1OCCOc1ccc2c(c1)CCC2 | 0 | 3 | -4
CSc1ccccc1NC(=S)Nc1ccccc1C(F)(F)F | 4 | 3 | 0
CC(c1ccco1)N(C(=O)Nc1ccccc1)C1CCCCC1 (centres undefined) | 7 | 0 | 1
CCc1ncc(C(O)c2cccc3ccccc23)n1C (centres undefined) | 13 | -1 | 7
CCCCN1C2=NCCCN2c2ccccc21 | 4 | -1 | -8
COc1ccccc1Nc1nc2c(s1)CCC2 | 0 | 0 | -11
CCCCCNCc1cccn1C | 15 | -1 | 6
CCc1nnc(NC(=O)CSc2nnc(-c3ccccc3O)n2CC)s1 | -10 | 1 | -7
CCc1c(C)[nH]c2nc3ccccc3n2c1=O | 0 | 1 | 5
CCCCOC(=O)CNc1nnc(SCC(=O)OCC)[nH]c1=O | 6 | -3 | 5
Cc1nnc(NC(=O)C2CCCN(S(=O)(=O)Cc3ccccc3)C2)s1 (centres undefined) | -2 | -1 | 120*

The final three entries of the section before open the next one:
SMILES | PGC1a acetyl inh | Cneo AK release | C2C12 statin
CCc1c(C)[nH]c2nc3ccccc3n2c1=O | 0 | 1 | 5
CCCCOC(=O)CNc1nnc(SCC(=O)OCC)[nH]c1=O | 6 | -3 | 5
Cc1nnc(NC(=O)C2CCCN(S(=O)(=O)Cc3ccccc3)C2)s1 (centres undefined) | -2 | -1 | 120*
CN(NC(=O)c1ccc(Cl)cc1)c1nc(-c2ccccc2)nnc1C(F)(F)F | -1 | 0 | 21
O=C1C=C(NCCNc2c(F)c(F)c(CO)c(F)c2F)CCC1 | 8 | 10 | -16
c1ccc(N2CCN(c3nc(NCc4ccco4)c4ccccc4n3)CC2)cc1 | 28 | 1 | 3
CCN1CCN(CCCNC(=O)c2cc3cc4ccc(OC)cc4nc3o2)CC1 | -10 | -1 | -4
CC(C)(C)c1cc(OC(=O)c2ccncc2)ccc1O | -5 | 1 | 11
COCCNC(=O)C(c1ccc(C)o1)N(C(=O)c1snc(C(N)=O)c1N)c1ccc(C)c(C)c1 (centres undefined) | 14 | -1 | 12
Cc1cc(C)cc(Oc2coc3cc(OC(=O)c4cccs4)ccc3c2=O)c1 | -1 | 5 | 3
CCOC(=O)C(/C=C(\C#N)C(=O)OCC)=C(/N)N1CCN(c2ccc(OC)cc2)CC1 | 5 | 4 | -2
CCOC(=O)c1c(-c2ccc(C)o2)csc1NC(=S)NC(=O)c1ccccc1Br | -10 | 1 | -62
Cc1ccnc(NC(=O)CCc2c(C)nc3ncnn3c2C)c1 | -5 | 3 | 1
O=C(Nc1cc(C(F)(F)F)ccc1Cl)c1cc2nc3c(c(C(F)(F)F)n2n1)CCCC3 | -10 | 1 | -15
Cc1nnc(Sc2cc(C(=O)NCc3ccco3)c3ccccc3n2)s1 | -2 | 1 | 8
COc1cc(S(=O)(=O)Nc2c(C)cc(C)cc2C)ccc1Cl | 5 | -1 | 6
COc1cc(C(=O)Nc2nccs2)cc(OC)c1OC | 12 | -2 | 13
O=C(Nc1ccc(Cl)cc1)N1CCCN(Cc2ccccc2F)C1 | -7 | -3 | 10
COc1ccc2c(c1OC)C(=O)OC2Nc1ccccn1 (centres undefined) | 3 | 1 | 3
Cn1c(=O)c2c(ncn2CC(=O)Nc2nnc(Cc3ccccc3)s2)n(C)c1=O | 6 | -2 | 0
N#CCc1nc2c3c4c(sc3ncn2n1)CCCC4 | 1 | 1 | -4
O=C1c2ccccc2C(=O)N1CSc1nnc2c3ccccc3n(CCc3ccccc3)c2n1 | -2 | 1 | 1
Cc1nc(SCc2cccnc2)[nH]c(=O)c1C | 4 | -14 | 6
CC1CCN(C(=O)CCc2ccc(S(=O)(=O)NC(C)C)cc2)CC1 | 10 | -3 | -4
C/C(=C1\SC(N2CCOCC2)=NC1=O)c1ccc(C)cc1 | -2 | 2 | 5
CCc1ccc(C(C(=O)NCCOC)N(C(=O)Cn2nnc3ccccc32)c2cccnc2)cc1 (centres undefined) | -12 | 4 | 2
COc1ccc(C2C(C#N)=C(N)SC(N)=C2C#N)cc1OC | -11 | 1 | -3
Cc1nnc(SCC(=O)N2CCN(S(=O)(=O)c3ccc(Cl)cc3)CC2)n(N)c1=O | 5 | 6 | -13
COc1ccc(-c2nnc(COc3ccc4ccccc4c3)o2)cc1OC | -8 | 2 | -1
CCC(CC)C(=O)N1CCCC(c2nc(-c3cccs3)no2)C1 (centres undefined) | 3 | 0 | 4
CCn1c(-c2ccccc2)c[nH]c1=S | 10 | 5 | -3
N#CCCN(Cc1cccnc1)C(=O)Nc1ccccc1 | 9 | -1 | 6
Cc1ccc(C)c(NC(=O)CCc2ccc(S(=O)(=O)NC3CCCCC3)cc2)c1 | -4 | -7 | 10
Cc1cc(Oc2ccccc2)nc(SCC(N)=O)n1 | -18 | 0 | 14
COc1ccccc1NC(=O)c1ccc(S(=O)(=O)N2CCOCC2)cc1 | -3 | 0 | -1
CCOC(=O)CSC1=C(C#N)C(c2ccccc2OCC)C(C(=O)OCC)C(=O)N1 (centres undefined) | 19 | -1 | 2
Cc1cc(N2CCN(C)CC2)n2cc(-c3ccc(F)cc3)nc2n1 | 7 | 0 | -4
Cc1nnc(SCC(=O)NCc2ccc3c(c2)OCO3)s1 | -12 | 0 | -21
O=C(CN1CCN(c2ccc(Cl)cc2)CC1)c1ccc2c(c1)OCO2 | -9 | -6 | 15
O=C(CCc1ccc(S(=O)(=O)N2CCOCC2)cc1)OCc1nc2ccccc2s1 | -4 | 3 | 6
COC(=O)c1ccc(/C=N/Nc2nc(-c3ccc(C)cc3)cs2)cc1 | 5 | -1 | -3
COc1ccc(S(=O)(=O)NCCSCc2cccc(C)c2)cc1Br | 6 | 4 | -2
CCC(c1c(C)n(C)n(-c2ccccc2)c1=O)c1c(C)n(C)n(-c2ccccc2)c1=O | -9 | 3 | 9
CCC(C)c1ccc(OCCN2CCCC2)cc1 (centres undefined) | -6 | -2 | 10
COc1ccccc1OCCSc1ncnc2nc[nH]c12 | -18 | 3 | 19
O=C(O)c1cc2nc(-c3ccc(F)cc3)cc(C(F)(F)F)n2n1 | 8 | -1 | -10
Cc1cc(=O)[nH]c(SCC(=O)c2ccc(C(C)C)cc2)n1 | -7 | 0 | -8
Cc1ccc(CC(=O)N2CCN(c3cccc(C(F)(F)F)c3)CC2)cc1 | -9 | -4 | 4
O=C(NN1C(=O)C2C3C=CC(C4CC34)C2C1=O)c1ccc(Cl)cc1Cl (centres undefined) | 34 | 2 | -16
Cc1cc(NC(=O)c2ccc(Cl)cc2)c(C(C)C)cc1O | 5 | -2 | 4
CCOC(=O)Cc1csc(NC(=O)c2ccncc2)n1 | -4 | 0 | -3
C/C(=C/C=N/Nc1nc(N2CCCCC2)nc(N2CCCCC2)n1)c1ccccc1 | -4 | -3 | -16
COc1ccc(N2CCN(C(=O)c3ccc(OCC4CCCO4)cc3)CC2)cc1 (centres undefined) | 5 | -3 | 1
CSC1=NC(NCCCO)c2c(sc3c2CC(C)(C)OC3)N1 (centres undefined) | -7 | -3 | -12
CC1=NOC(=O)/C1=C\c1ccc(-c2cc(Cl)ccc2Cl)o1 | -10 | -2 | 11
O=C1c2ccccc2N2C(=O)c3ccccc3[C@H]2N1c1ccccc1 | -4 | -2 | 9
Cc1ccc(SCC(=O)NCc2cccnc2)cc1 | 0 | -2 | -4
Cc1ccc(S(=O)(=O)Nc2cc(C(=O)NCCN3CCCC3)ccc2N2CCCCC2)cc1 | -3 | 0 | -22
Cc1cc2c(cc1C)-c1nnnn1C(C)(C)C2 | -8 | 0 | 29
CC(C)(C)n1nc2c(c1NC(=O)c1ccc(Br)o1)CS(=O)C2 (centres undefined) | 12 | -1 | 8
CSc1nc(N)nc(SCCS(=O)(=O)c2ccc(Cl)cc2)c1C#N | -20 | 0 | 25
Cc1ccnc(SCC(=O)Nc2sc3c(c2C#N)CCC(C(C)(C)C)C3)n1 (centres undefined) | -8 | 7 | -4
Cc1cccc(C(=O)Nc2ccccc2SCC2CSc3nc4ccccc4c(=O)n32)c1 (centres undefined) | -2 | -1 | 5

16 entries out of the list, arranged by length of the SMILES, highest first:
SMILES | PGC1a acetyl inh | Cneo AK release | C2C12 statin
CCC(c1c(C)n(C)n(-c2ccccc2)c1=O)c1c(C)n(C)n(-c2ccccc2)c1=O | -9 | 3 | 9
Cc1ccc(S(=O)(=O)Nc2cc(C(=O)NCCN3CCCC3)ccc2N2CCCCC2)cc1 | -3 | 0 | -22
Cc1cccc(C(=O)Nc2ccccc2SCC2CSc3nc4ccccc4c(=O)n32)c1 (centres undefined) | -2 | -1 | 5
C/C(=C/C=N/Nc1nc(N2CCCCC2)nc(N2CCCCC2)n1)c1ccccc1 | -4 | -3 | -16
Cc1ccnc(SCC(=O)Nc2sc3c(c2C#N)CCC(C(C)(C)C)C3)n1 (centres undefined) | -8 | 7 | -4
COc1ccc(N2CCN(C(=O)c3ccc(OCC4CCCO4)cc3)CC2)cc1 (centres undefined) | 5 | -3 | 1
Cc1ccc(CC(=O)N2CCN(c3cccc(C(F)(F)F)c3)CC2)cc1 | -9 | -4 | 4
CC(C)(C)n1nc2c(c1NC(=O)c1ccc(Br)o1)CS(=O)C2 (centres undefined) | 12 | -1 | 8
CSc1nc(N)nc(SCCS(=O)(=O)c2ccc(Cl)cc2)c1C#N | -20 | 0 | 25
CC1=NOC(=O)/C1=C\c1ccc(-c2cc(Cl)ccc2Cl)o1 | -10 | -2 | 11
Cc1cc(=O)[nH]c(SCC(=O)c2ccc(C(C)C)cc2)n1 | -7 | 0 | -8
Cc1cc(NC(=O)c2ccc(Cl)cc2)c(C(C)C)cc1O | 5 | -2 | 4
CCOC(=O)Cc1csc(NC(=O)c2ccncc2)n1 | -4 | 0 | -3
Cc1cc2c(cc1C)-c1nnnn1C(C)(C)C2 | -8 | 0 | 29
Cc1ccc(SCC(=O)NCc2cccnc2)cc1 | 0 | -2 | -4
CCC(C)c1ccc(OCCN2CCCC2)cc1 (centres undefined) | -6 | -2 | 10

Additional structures:
SMILES | PGC1a acetyl inh | Cneo AK release | C2C12 statin
O=C(NCc1ccco1)c1cccc2c1C(=O)c1ccc(N3CCC(Cc4ccccc4)CC3)cc1S2(=O)=O | -15 | -1 | 19
Cc1ccccc1-c1nc2ccccc2[nH]1 | 7 | -3 | -20
CCN(c1nc(C)cc(OC)n1)S(=O)(=O)c1ccccc1 | -4 | -1 | -3
COc1ccccc1N1CCN(CC(=O)c2c(C)[nH]c3cc(C)ccc23)CC1 | 4 | -2 | 22
O=c1cc(N2CCCCC2)c(-c2ccccc2)nn1Cc1ccc(Cl)cc1Cl | 12 | -1 | 23
COC(=O)C1=C(C)OC(N)=C(C#N)C1c1cccnc1 (centres undefined) | 7 | 2 | 7
CCCNc1c(N)n(-c2ccccc2)c(=O)[nH]c1=O | 0 | -2 | 5
CCc1ccc(CNCCNCC(C)O)cc1 (centres undefined) | -23 | -2 | 13
CCOn1c(=O)c(-c2ccc(OC)cc2)[n+]([O-])c2ccccc21 | 30 | 2 | 1
Cc1ccccc1Nc1ncccc1C(=O)N1CCOCC1 | 40 | 1 | 1
Cc1ccc(-c2nnc(SCC(=O)CC(=O)Nc3ccccc3)n2-c2ccccc2)cc1 | 1 | -18 | 5
CCc1ccc(S(=O)(=O)NCCc2csc(-c3ccccc3)n2)s1 | 6 | 3 | -3
CCOc1ccccc1N1CCN(CC(=O)Nc2nnc(CC)s2)CC1 | -14 | 1 | 0
O=C(CSc1nc2ccccc2o1)Nc1ccccc1 | -1 | 1 | 18
CCOc1ccc2nnc(-c3ccc(Br)cc3)n2n1 | -52 | -1 | -1
COc1ccc(-c2cc(C#N)nc(N3CCNCC3)n2)cc1 | -4 | 1 | 14
COCCNC(=O)C(c1ccc(O)cc1)N(Cc1ccco1)C(=O)CCC(=O)Nc1nccs1 (centres undefined) | 3 | 3 | 8
OC1CCCCC1Sc1nc2ccccc2s1 (centres undefined) | 3 | 0 | 2
